Screens deposited in PubChem BioAssay by National Center for Advancing Translational Sciences (NCATS).
NPSR antag: neuropeptide S receptor (human) antagonism, cAMP; CHO-NPSR cells, cAMP TR-FRET, antagonist mode; Potency, µM (top dose mostly 38.3 µM), without a hit: at the highest dose activity change, negative = inhibition, most hits filed as inhibitors; 220,000 tested, 1% active; further: potency means the concentration at half of the fitted maximal effect; on the % scale 0 is the no-effect control and ±100 the full control effect; nearly all actives have a fitted effect of over 50% in size; many of its hits are not listed in these tables
KinaseGlo FLuc: Kinase-Glo luciferase inhibition (counter-screen). Q27757. Kinase-Glo luciferase, ATP luminescence, 8 min. Potency, µM (top dose mostly 38.3 µM), inactives show top-dose activity change, negative = inhibition, hits mostly inhibitors. 200,000 tested, 0.28% active. AID 1379; further: potency means the concentration at half of the fitted maximal effect; on the % scale 0 is the no-effect control and ±100 the full control effect; nearly all actives have a fitted effect of over 60% in size
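Compound is pinned into ATP-containing buffer (10 uM ATP, imidazole pH 7.2, 7 mM MgCl2). Kinase-Glo luciferase reagent is then added. Light output is recorded following an 8-min room-temperature incubation.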
LMNA splice mod: LMNA splicing modulation | 200,000 tested, 0.01% active | HeLa LMNA splicing GFP/RFP minigene ratio, 48 h | Potency, µM (series often up to 46.1 µM), without a hit: at the highest dose ratio change, negative = inhibition, usual class: inhibitors; active means well fitted inhibition curve with a large enough effect in the signal ratio, with a control signal flat, not every such curve was filed as active; inconclusive means small, poorly fitted or top-dose-only effect, or effect the other way, or a change in a side signal; the % refers to the signal ratio; further: potency means the concentration at half of the fitted maximal effect; on the % scale 0 is the no-effect control and ±100 the full control effect
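Read-out is the ratio of GFP to DsRed2 object intensity, acquired by 488 nm laser-scanning cytometry on HeLa lamin A-EGFP minigene reporter cells. Compound incubation 48 hrs at 37 °C in Opti-MEM with 2% FBS; DMSO 0.5% final.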
HTT aggregate: inhibitors of mutant huntingtin aggregate formation in PC12 cells; 220,000 tested, 1.1% active; PC12 HttQ103-GFP aggregates, Acumen cytometry, 40 h; AID 1688; Potency, µM (titrated, usually from 46.1 µM), without a hit: at the highest dose activity change, negative = inhibition, usual class: inhibitors; further: potency means the concentration at half of the fitted maximal effect; on the % scale 0 is the no-effect control and ±100 the full control effect; nearly all actives have a fitted effect of over 60% in size
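Ecdysone-promoter PC12 model expressing HTT exon 1 Q103 fused to GFP, induced by tebufenozide at 100 nM final. Compounds titrated; aggregates sized 1–25 µm scored on a 488 nm laser cytometer.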
CBFb-RUNX1 inh: CBF-beta/RUNX1 interaction disruption; AlphaScreen CBFb-His/RUNX1-biotin binding, biochemical; Potency, µM (top dose mostly 59.8 µM), inactives show at the top dose activity, negative = inhibition, most hits filed as inhibitors; AID 1477; Q01196+Q13951; 230,000 tested, under 10 active; further: % of control where 0% means no effect
Target sequence (Q01196 whole entry, looked up): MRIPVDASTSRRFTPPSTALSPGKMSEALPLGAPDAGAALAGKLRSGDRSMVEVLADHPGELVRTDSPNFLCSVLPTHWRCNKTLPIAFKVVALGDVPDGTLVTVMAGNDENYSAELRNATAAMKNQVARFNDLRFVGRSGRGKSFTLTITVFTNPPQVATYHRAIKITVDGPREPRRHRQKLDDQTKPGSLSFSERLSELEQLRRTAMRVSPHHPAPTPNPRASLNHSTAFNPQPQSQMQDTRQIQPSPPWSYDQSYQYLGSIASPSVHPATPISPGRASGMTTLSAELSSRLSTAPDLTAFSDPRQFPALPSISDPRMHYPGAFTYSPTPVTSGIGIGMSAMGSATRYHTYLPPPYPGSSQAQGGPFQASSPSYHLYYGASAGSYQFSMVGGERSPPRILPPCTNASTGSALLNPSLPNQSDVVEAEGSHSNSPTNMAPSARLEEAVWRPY
Target sequence (Q13951 whole entry, looked up): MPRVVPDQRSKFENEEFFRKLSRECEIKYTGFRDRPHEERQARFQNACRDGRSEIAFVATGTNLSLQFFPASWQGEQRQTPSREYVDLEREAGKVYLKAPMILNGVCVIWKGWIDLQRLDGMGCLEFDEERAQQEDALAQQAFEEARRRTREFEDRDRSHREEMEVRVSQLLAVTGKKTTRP
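Compounds were screened at multiple concentrations against a preformed CBF-beta(His)/RUNX1(biotin) complex (30 nM of each) for 15 min at room temperature, followed by 90 min with nickel and streptavidin beads and AlphaScreen reading.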
Epigenetic derep: regulators of epigenetic silencing causing reporter derepression in mouse cells; murine LDR cells, GFP reporter derepression, 30 h; AID 1865; Potency, µM (highest dose often 53.9 µM), for the others: top-dose GFP activation, hits mostly activators; 280,000 tested, 0.2% active; further: potency means the concentration at half of the fitted maximal effect; % of control where 0% means no effect; nearly all actives have a fitted effect of over 60% in size
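Readout is the number of GFP-expressing murine LDR cells, counted by cytometry following washing. Cells were treated with compound for 30 h at 37 C; the stably integrated CMV-GFP locus is normally silent.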
IMPase Li inh: IMPase inhibition in cells with lithium potentiation | Potency, µM (highest dose often 59.4 µM), for the others: at the highest dose activity, negative = IMPase inhibition, actives largely listed as inhibitors | AID 1457 | CHO-M1 cells, IP1 TR-FRET (IP-One), carbachol + lithium | 210,000 tested, 0.35% active;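 further: IP1 builds up when IMPase is blocked and the TR-FRET signal falls; potency means the concentration at half of the fitted maximal effect; plate controls were basal vehicle for no effect and high inhibitor control for full effect; nearly all actives have a fitted effect of over 50% in size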
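Test compounds were applied to CHO-M1 cells previously cultured for 16–30 h at 2000 per well. A small lithium amount accompanied them; after 30 min at 37C, IP1 was quantified by TR-FRET.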
Starred values were filed as active, the others as inactive; ? = inconclusive; / = not tested or not shown; & = joins results of further samples; [ ] = another dose, or the depositor's remark. Unless noted, the call rests on the fitted dose curve; in most records, active means well fitted curve in the direction sought with a large enough effect; inconclusive means small, poorly fitted or top-dose-only effect, or another doubt; inactive means no such curve, though single readings can be large; an effect the other way counts as inactive or inconclusive. Only part of the results is shown (hit frequency here may not be typical).

SMILES	NPSR antag	KinaseGlo FLuc	LMNA splice mod	HTT aggregate	CBFb-RUNX1 inh	Epigenetic derep	IMPase Li inh
CCC1=C(OC(=O)N(CC)CC)N2C(=O)OC(=NCCOC)[C@]2(Cc2ccccc2)[C@H]2C1=CC[C@H]1C(=O)N(CC)C(=O)[C@H]12	3%	-1%	/	0%[9.22 µM]	12%&8%	2.3%&2.5%	-5%
CC(=O)c1c(N2CCN(c3ccccc3)CC2)nc(=S)n(-c2ccccc2)c1C	-21%[46.1 µM]	-3%	8%	0%	2%	0.5%	2%[38.3 µM]
O=C(/C=C/c1ccc(O)c(O)c1)OCCc1ccccc1	-20%[46.1 µM]	-4%&-4%	?	/	?	-0.2%&6.3%&2.9%	20%&-17%&4%
C/C(=N\NC(=O)Cn1cc([N+](=O)[O-])cn1)c1ccc(O)cc1	4%	/	/	-33%[9.22 µM]	6%	-3.1%	/
C=CCn1c(=O)c(C(=O)OCC)c(O)c2ccccc21	4%	-3%	?	/	1%	0.0%	-10%
CCOC1=NC(C(=O)O)c2ccccc2/C(=C(/C)Cl)N1 (stereo not drawn)	-8%[46.1 µM]	-3%	-3%	-9%	9%	5.1%	-25%[38.3 µM]
CCOC(=O)C1(C)NC(c2cccs2)C2C(=O)N(c3ccccc3)C(=O)C21 (stereo not drawn)	4%	11%	15%[46 µM]	7%	6%	1.2%	-9%
Cn1nnnc1SCC(=O)c1ccc2c(c1)OCCO2	-15%	-10%	/	1%[9.22 µM]	-3%	0.5%	5%
Nc1ccccc1-c1nnc(SCc2ccccc2F)[nH]c1=O	-13%[46.1 µM]	3%	-17%	-22%	-2%	-1.0%	29%[38.3 µM]
O=C(Cc1ccccc1)NCC(=O)OCC(=O)c1ccc(Cl)c([N+](=O)[O-])c1	-2%	-1%	-13%	?	-4%	-1.0%	3%
O=C(NCc1ccco1)c1csc2c1CCCCC2	11%[46.1 µM]	-6%	5%	-3%	-3%	2.9%	43%[38.3 µM]
COC(=O)c1cccc(S(=O)(=O)N(Cc2ccco2)Cc2cc3ccc(OC)cc3[nH]c2=O)c1	8%[46.1 µM]	/	4%	5%	4%	-5.7%	/
Cc1cccc(N2CCN(C(=O)c3ccoc3C)CC2)c1C	-1%	4%	?	0%	4%	3.4%	8%
COc1ccc(NC(=O)CN2CCN(CC(=O)Nc3ccccc3Cl)CC2)c(OC)c1	-13%[46.1 µM]	-7%	?	6%	-3%	-0.2%	12%[38.3 µM]
COCCn1c(C)cc(C(=O)COC(=O)c2ccc3c(c2)NC(=O)CS3)c1C	18%	1%	-1%	?	-20%	-1.8%	-3%
Cc1ccc2nc3c(cc(C#N)c(=N)n3Cc3cccnc3)c(=O)n2c1	5%	-1%	/	2%[9.22 µM]	1%	?	-1%
CC1CN(CCCCOc2ccc(C(C)C)cc2)CC(C)O1 (stereo not drawn)	-10%[46.1 µM]	19%	-3%	-14%	0%	-1.2%	28%[38.3 µM]
CC(C)NC(=O)c1cnn2c1NC(c1cccs1)CC2C(F)(F)F (stereo not drawn)	1%[46.1 µM]	-2%	-7%	-13%	16%	-1.1%	-1%
CC(=O)Nc1ccc2nsnc2c1	10%	/	/	-10%[9.22 µM]	0%	1.1%	/
Cc1cccc(NC(=S)NCCN2CCOCC2)c1C	18%	0%	-11%	9%	-2%	-3.0%	2%
Cc1ccc(C(=O)N/C(=C\c2ccc(C(C)C)cc2)C(=O)NCCCN2CCOCC2)cc1	19%	1%	17%	-1%	-2%	-1.8%	3%
CCN(CC)c1ccc(/C=N/NC(=S)NCc2ccccc2)cc1	-22%[46.1 µM]	-4%	12%	11%	-13%	0.0%	16%[38.3 µM]
O=C(c1nnc(-c2ccccc2)o1)C1CC1	-2%	-8%	-1%[46 µM]	-5%	-2%	-0.4%	-11%
O=C(CSc1n[nH]c(=O)[nH]c1=O)N/N=C/c1ccccc1	11%	0%	5%	0%	3%	1.1%	-5%
C=CCN(CC=C)C(=S)NC(=O)/C=C/c1ccc(OC)cc1	-22%	-1%	?	-4%	-10%	0.3%	6%

Further structures follow.
SMILES	NPSR antag	KinaseGlo FLuc	LMNA splice mod	HTT aggregate	CBFb-RUNX1 inh	Epigenetic derep	IMPase Li inh
Nc1nc(CSc2nnnn2-c2ccc(Cl)cc2)nc(N2CCOCC2)n1	-6%[46.1 µM]	0%	4%	3%	0%	5.7%	?
CC(C)(CO)NS(=O)(=O)c1ccc2c(c1)C(=NO)c1cc(S(=O)(=O)NC(C)(C)CO)ccc1-2	17%	2%	-16%[46 µM]	-4%[9.22 µM]	1%	-2.5%	6%
Cc1occc1C(=O)N/N=C/c1ccc(Cl)c([N+](=O)[O-])c1	-31%	-18%	-9%	16%	4%	0.0%	8%
CC(O)CNC(=O)Cc1cc(=O)[nH]c(=O)[nH]1 (stereo not drawn)	9%	/	/	1%[9.22 µM]	8%	-4.0%	/
COc1ccc(N(C)C(=O)c2oc(=O)c3ccccc3c2-c2ccccc2)c(OC)c1	?	/	/	15%[9.22 µM]	-6%	-0.7%	/
COc1ccccc1-n1cc(C(=O)NCC(=O)N2CCN(c3ccccn3)CC2)c2ccccc2c1=O	0%	/	/	35%[9.22 µM]	5%	0.6%	/
C=CCNC(=O)C1CCN(c2c([N+](=O)[O-])cc(C(F)(F)F)cc2[N+](=O)[O-])CC1	-12%[46.1 µM]	2%	2%	1%	-7%	-2.0%	?
CC1=C(c2ccc(C)cc2)[N+](=O)C(C)(C)N1[O-]	-8%	-9%	14%[46 µM]	-1%[9.22 µM]	3%	0.0%	11%
Cc1cc(C(=O)NNS(=O)(=O)c2cccc(Cl)c2)nn1C(C)(C)C	10%	/	/	-8%[9.22 µM]	9%	0.1%	/
Cc1cc(NS(=O)(=O)c2ccc(NC(=O)CCSc3ccc(F)cc3)cc2)nc(C)n1	11%	/	/	8%[9.22 µM]	-5%	0.1%	/
COc1ccccc1N1CCN(c2cc(C)nc3nc(C)nn23)CC1	-18%[46.1 µM]	0%	-4%	-1%	3%	0.0%	5%
Cc1ccc(C(=O)c2cc([N+](=O)[O-])ccc2N2CCCCC2)cc1C	-43%	2%	?	-18%	-8%	1.1%	15%
CC(=O)OCC(=O)C1CCC2C3CCC4=CC(=O)CC[C@@]4(C)C3CC[C@]12C (stereo partly drawn)	/	-7%	/	/	17%	-0.5%	27%
c1ccc(-c2ccccc2OCCCN2CCCCC2)cc1	13%	3%	3%	-26%	-2%	-1.8%	16%
O=C(Nc1cc(Sc2nc3ccccc3s2)cc([N+](=O)[O-])c1)c1cccc(F)c1F	-19%	3%	?	?	10%	-0.9%	0%
COc1cccc(C(=O)Nc2cc3c(cc2C(C)=O)OCCO3)c1	-12%	1%	?	-4%	?	0.0%	0%
COc1ccc(CCNC(=O)CC2SC(=NCCC(C)C)NC2=O)cc1OC (stereo not drawn)	14%	-1%	-5%	-1%	4%	1.0%	1%
Cc1cccc(NC(=O)CSc2nc3c(c(=O)[nH]2)CCCC3)c1C	-9%[46.1 µM]	0%	-6%	2%	0%	0.8%	15%[38.3 µM]
COc1ccc(Nc2nc(=O)[nH]nc2C)cc1	-4%[46.1 µM]	1%	3%	29%	2%	14%	12%[38.3 µM]
CC1CC(NC(=O)/C(C#N)=C/c2ccc[nH]2)CC(C)(C)C1 (stereo not drawn)	-4%	/	/	10%[9.22 µM]	3%	13%	/
O=C(NCc1ccco1)C(Cc1ccccc1)N1C(=O)C2C3C=CC(C3)C2C1=O (stereo not drawn)	-17%[46.1 µM]	16%	10%	15%	-3%	1.0%	25%[38.3 µM]
CCOc1ccccc1NC(=O)C(CC(C)C)NC(=O)C1CCC(C)CC1 (stereo not drawn)	-22%[46.1 µM]	-3%	-2%	3%	3%	0.2%&0.7%	2%[38.3 µM]
N#CC1=C(N)NC(SCC(=O)c2ccc(Br)cc2)=C(C#N)C12CCCCC2	-26%	-3%	?	?	/	0.0%	9%
